Pf growth 48h: inhibits P. falciparum growth in the first generation, 48 h; P. falciparum luciferase growth in erythrocytes, 48 h; Potency, µM (doses to about 28.7 µM), without a hit: at the top dose activity change, negative = inhibition, hits mostly inhibitors; 310,000 compounds, 5.9% hits; note: potency is the fitted concentration of half-maximal effect; % is set by controls: 0 for no effect and ±100 for the full control effect
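First compound was added to culture medium, then infected red cells at 0.1% parasitemia and 2% hematocrit (final). After incubation at 37 C under 5% CO2, luciferase detection reagent was dispensed and light output recorded.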
Cycloheximide cs: affects cycloheximide protein synthesis inhibition readout, counter-screen; 300,000 compounds, 12% hits; AID 2314; max response, %; cell reporter, cycloheximide protein synthesis inhibition counterscreen; in the data active = max response mostly above about 13%, no sharp cut-off; inactive = mostly below about 14%; note: read at 38.3 µM for the half of the compounds with a filed dose; 0% is about no effect
Shiga toxin inh: blocks Shiga toxin action in Vero cells. Vero cells, Shiga toxin protein synthesis inhibition reporter. inhibition, % at 38.7 µM. 290,000 compounds, 9.2% hits. AID 2315; in the data active = inhibition mostly above about 28%, no sharp cut-off; inactive = mostly below about 43%; note: 0% is about no effect
LmPK inh: blocks Leishmania mexicana pyruvate kinase activity. purified LmPK, Kinase-Glo ATP luminescence, 1 h. Potency, µM (doses to about 57.5 µM), for inactives: top-dose activity change, negative = inhibition, actives largely listed as inhibitors. 290,000 compounds, 0.37% hits. AID 1721; note: potency is the fitted concentration of half-maximal effect; % is set by controls: 0 for no effect and ±100 for the full control effect
Target sequence (Q27686 whole entry, looked up): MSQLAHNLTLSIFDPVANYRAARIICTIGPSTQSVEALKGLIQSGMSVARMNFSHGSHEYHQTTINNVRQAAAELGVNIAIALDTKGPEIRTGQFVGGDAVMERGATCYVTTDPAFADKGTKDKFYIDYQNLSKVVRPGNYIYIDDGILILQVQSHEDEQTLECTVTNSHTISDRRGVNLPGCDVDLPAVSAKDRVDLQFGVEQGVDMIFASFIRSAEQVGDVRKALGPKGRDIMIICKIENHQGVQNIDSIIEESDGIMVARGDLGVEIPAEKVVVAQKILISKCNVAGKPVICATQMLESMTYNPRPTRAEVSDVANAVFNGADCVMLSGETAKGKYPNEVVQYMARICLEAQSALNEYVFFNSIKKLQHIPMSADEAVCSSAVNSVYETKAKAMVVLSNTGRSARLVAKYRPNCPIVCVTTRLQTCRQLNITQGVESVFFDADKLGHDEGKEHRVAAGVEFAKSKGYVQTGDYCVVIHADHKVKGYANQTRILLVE
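0.1 nM LmPK, 0.5 mM PEP, 0.1 mM ADP; 50 mM imidazole pH 7.2, 7 mM MgCl2, 50 mM KCl; 1 h RT. Kinase-Glo luminescence readout, normalized to no-enzyme (full inhibition) and uninhibited wells.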
TbPYK inhibitor: T. brucei pyruvate kinase inhibition. Potency, µM (highest dose often 76.8 µM), for inactives: top-dose activity, negative = inhibition, hits mostly inhibitors. 410,000 compounds, 0.12% hits. Q57TT1. AID 624173. TbPYK enzyme, Kinase-Glo Plus ATP luminescence, 45 min; note: potency is the fitted concentration of half-maximal effect; % is set by controls: 0 for no effect and ±100 for the full control effect; nearly all actives have a fitted effect of over 50% in size
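Quantitative HTS: titrated library compounds versus trypanosomal pyruvate kinase in TEA buffer (pH 7.2) containing KCl, MgCl2, BSA and Tween-20. Reactions were initiated with ADP, 130 uM final. Kinase-Glo Plus luminescence was read after 45 min at RT.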
AmpC inh no detg: inhibitors of E. coli AmpC beta-lactamase without detergent; P00811; AmpC nitrocefin hydrolysis, absorbance 480 nm, 0.0001% Triton; Potency, µM (series often up to 57.1 µM), inactives show top-dose activity change, negative = inhibition, most hits filed as inhibitors; 330,000 compounds, 0.52% hits; AID 485341;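 note: potency is the fitted concentration of half-maximal effect; plate controls were no compound for no effect and no enzyme for full effect; nearly all actives have a fitted effect of over 20% in size; some results filed as inactive show a strong effect at the top dose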
Target sequence (P00811 whole entry, looked up): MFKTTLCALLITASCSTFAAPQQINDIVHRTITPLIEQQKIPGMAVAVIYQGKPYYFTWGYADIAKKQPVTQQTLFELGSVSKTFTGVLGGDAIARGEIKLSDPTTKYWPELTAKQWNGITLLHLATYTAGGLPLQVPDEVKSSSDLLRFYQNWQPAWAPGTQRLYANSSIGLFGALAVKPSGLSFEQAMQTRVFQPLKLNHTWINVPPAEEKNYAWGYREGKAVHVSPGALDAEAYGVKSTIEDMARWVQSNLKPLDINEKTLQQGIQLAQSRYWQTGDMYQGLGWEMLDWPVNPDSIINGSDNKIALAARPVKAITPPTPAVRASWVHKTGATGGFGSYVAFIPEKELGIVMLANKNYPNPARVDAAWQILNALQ
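AmpC (5.3 nM in the dispensed reagent) in 20 mM phosphate pH 7.0 with 0.01% (detergent screen) or 0.0001% Triton X-100 was preincubated with compounds for 15 min at room temperature. Nitrocefin was then added from an 800 uM solution, and hydrolysis was followed at 480 nm.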
Pf growth 96h: P. falciparum growth inhibition at 96 hours | P. falciparum luciferase reporter growth, 96 h | 320,000 compounds, 6.9% hits | Potency, µM (titrated, usually from 28.7 µM), inactives show at the highest dose activity change, negative = inhibition, hits mostly inhibitors; note: potency is the fitted concentration of half-maximal effect; % is set by controls: 0 for no effect and ±100 for the full control effect
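Delayed-death screen, second-generation endpoint: infected erythrocytes, 2% hematocrit, 0.05% parasitemia final; 96 hours at 37 C, 5% CO2; luciferase detection reagent; luminescence decrease equals reduced growth.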
* hit, by the source's call; ? = inconclusive; . = not tested or not shown; [ ] = dose if it differs, or a comment. Unless noted, calls come from the whole dose curve; as a rule, active = well fitted curve in the direction sought with a large enough effect; inconclusive = small, poorly fitted or top-dose-only effect, or another doubt; inactive = no such curve, though single readings can be large; an effect the other way counts as inactive or inconclusive.

The opening 2 compounds (preview)
SMILES	Pf growth 48h	Cycloheximide cs	Shiga toxin inh	LmPK inh	TbPYK inhibitor	AmpC inh no detg	Pf growth 96h
COc1ccc(NC(=O)c2ccc3c(c2)OCCO3)cc1OC	216%[activator]	22*	62*	-23%	0%	-27%	14%
Cc1ccc(S(=O)(=O)N2CCC(C(=O)NCCN3CCOCC3)CC2)cc1C	9%	-1	-3	0%	9%	1%	11%

Results, from the start:
SMILES	Pf growth 48h	Cycloheximide cs	Shiga toxin inh	LmPK inh	TbPYK inhibitor	AmpC inh no detg	Pf growth 96h
COc1ccc(NC(=O)c2ccc3c(c2)OCCO3)cc1OC	216%[activator]	22*	62*	-23%	0%	-27%	14%
Cc1ccc(S(=O)(=O)N2CCC(C(=O)NCCN3CCOCC3)CC2)cc1C	9%	-1	-3	0%	9%	1%	11%
Cc1cc(C(=O)Nc2ccccc2Cl)c2ccccc2n1	-4%	-1	1	-6%	2%	-8%	102%[activator]
CCN(CC(=O)N1CCOCC1)S(=O)(=O)c1cc(Cl)ccc1Cl	-12%	-3	-8	-7%	5%	1%	-5%
CCn1c(SCC(=O)Nc2ccccc2)nnc1-c1cccs1	-19%	-2	1	-3%	-1%	-12%	61%[activator]
CC1CCc2c(sc3ncn(CC(=O)N=Nc4c(O)[nH]c5ccccc45)c(=O)c23)C1 (stereo not given)	5%	-4	-5	3%	4%	-8%	19%
CCOCCCNC(=O)Cn1cnc2sc(C)c(S(=O)(=O)N3CCN(c4ncccn4)CC3)c2c1=O	7%	-2	-3	-13%[11.5 µM]	4%	14%	-19%
c1ccc2c(c1)nc1n2C2(N3CCOCC3)CCCC2C1N1CCOCC1 (stereo not given)	25%	10*	42	-4%	-2%	-42%	-10%
C=CCn1c(SCC(N)=O)nnc1-c1cc(Br)ccc1O	4%	-1	29	-4%	2%	-9%	.
S=C(NCc1ccccc1)N1CCc2ccccc2C1	-10%	-3	18	1%	-2%	-39%	38%[activator]
Cc1ccc(S(=O)(=O)Nc2ccc3c(c2)n(C)c(=O)n3C)c(C)c1	57%[activator]	-3	3	-1%	0%	-2%	45%[activator]
O=C(O)CCCC(=O)N1CCN(c2ncccn2)CC1	34%[activator]	-2	2	-4%	0%	-4%	38%[activator]
CN(C(=O)Oc1ccc(C(C)(C)C)cc1)c1ccccc1	?	19*	59*	-1%	-2%	-4%[2.29 µM]	?
CCCN(CC(=O)Nc1ccccc1OC)C(=O)c1cccc(S(=O)(=O)Nc2ccc(OC)cc2)c1	?	.	.	.	11%	-8%	?
O=C(CSc1ccccc1C(=O)N1CCCCC1)NCC1CCCCC1	-19%	-3	-6	3%	-21%	43%	10%
CCN(CC)C(=S)SCC(=O)Nc1nc(=O)c2ccccc2s1	33%[activator]	18*	22	-7%	3%	-16%	55%[activator]
O=C(c1ccc(S(=O)(=O)Nc2ccccc2)cc1)N1CCC1	18%	.	.	.	2%	-3%	3%
Nc1[nH]ncc1S(=O)(=O)c1ccccc1	1%	-5	15	1%	1%	-13%	30%[activator]
CCOC(=O)NC(Nc1ccc(S(N)(=O)=O)cc1)(C(=O)OCC)C(F)(F)F (stereo not given)	-6%	-2	-21	-2%	-5%	-13%	.
Clc1ccc(C(c2nnnn2C2CCCCC2)N(Cc2cccnc2)Cc2ccco2)cc1 (stereo not given)	?	0	11	2%	-1%	-6%	?
Clc1ccc2nc(-c3ccccc3)c(CN3CCOCC3)n2c1	5%	12	55	0%	-4%	-11%	?
O=C(COc1ccc(Cl)cc1Cl)N/N=C/c1ccc(OC2OC(CO)C(O)C(O)C2O)cc1 (stereo not given)	0%	3	4	3%	-2%	62%[activator]	-7%
NC(CSCc1cccc(Br)c1)C(=O)O (stereo not given)	17%	-4	-4	-5%	-7%	-44%	-18%
CC1C2CCC3C4CC=C5CC(N(C)C)CC[C@@]5(C)C4CC[C@@]32CN1C (stereo not given in full)	15µM*	.	.	.	3%	.	?
Nc1nc(NCCO)nc(NCC2CCCO2)c1[N+](=O)[O-] (stereo not given)	19%	-6	57	-4%	2%	-17%	-5%

Continued.
SMILES	Pf growth 48h	Cycloheximide cs	Shiga toxin inh	LmPK inh	TbPYK inhibitor	AmpC inh no detg	Pf growth 96h
Cn1c(N/N=C2\CCCc3ccccc32)nc2c1c(=O)n(Cc1ccc(F)cc1)c(=O)n2C	?	-1	12	3%	2%	-14%	?
C(=C\c1ccco1)/c1nc2ccccc2[nH]1	18%	50*	70*	?	-20%	-46%	0%
CN(CCO)CCOCCOc1cccc2ccccc12	33%[activator]	6	-2	0%	-16%	15%	15%
Cc1cc(C)c(C#N)c(SCC(O)COc2ccc(Br)cc2)n1 (stereo not given)	5%	-5	8	-3%	4%	-16%	?
O=[N+]([O-])c1cc(F)c(N2CCOCC2)cc1N1CCCCC1	35%[activator]	-2	-22	-1%	-1%	-7%	41%[activator]
N#CCc1cnc2ccccc2n1	-4%	18*	69*	-2%	0%	-15%	0%
O=C1CN2CCC1C/C2=C\c1ccnc2c(Cl)cccc12 (stereo not given)	17%	7	-10	0%	-3%	-9%	-5%
O=Cc1coc2c(ccc3ccccc32)c1=O	28%	8	4	-6%	.	-45%	38%[activator]
OC[C@H]1OC(Nc2ccc(N=Nc3ccccc3)cc2)[C@@H](O)[C@@H](O)[C@@H]1O (stereo not given in full)	162%[activator]	37*	112*	5%	3%	5%	200%[activator]
O=C(Nc1cccc(F)c1)C1CCCN(c2cnccn2)C1 (stereo not given)	6%	-3	-3	1%	-4%	-20%	1%
COc1ccc(OC)c(CCNC(=O)Cc2ccc(NC3=NC4CS(=O)(=O)CC4S3)cc2)c1 (stereo not given)	-12%	1	-6	-2%	-4%	-7%	?
Clc1ccc(-c2nnc3n2CCCS3)cc1	?	-3	-7	3%	1%	-28%	-21%
CCc1cccc(C)c1NC(=O)COC(=O)Cn1c(C)csc1=O	-6%	.	.	.	-11%	-5%	27%
COc1cccc(C(=O)NCCCNC(=O)c2cccc(OC)c2)c1	8%	2	.	1%	-8%	-9%	-15%
O=S(=O)(Nc1ccc2c(c1)oc1ccccc12)N1CCCC1	108%[activator]	20*	22	3%	-1%	-7%	49%[activator]
C/C(N)=C(/C#N)C(=O)COC(=O)c1cc(-c2ccc(C)cc2)nc2ccccc12	-22%	32*	53*	2%	-5%	3%	16%
CC(Oc1ccc2c(-c3ccccc3)cc(=O)oc2c1)C(=O)NCc1ccccn1 (stereo not given)	-1%	-3	-1	-10%	7%	75%[activator]	0%
COc1ccc(CC(=O)Nc2ccc(-c3nnc(-c4ccccc4)o3)cc2)cc1OC	-5%	15*	10	1%	0%	-2%	.
Cc1ccc(C)c(N(C)S(=O)(=O)c2ccc3[nH]cc(C(=O)NCCN4CCOCC4)c(=O)c3c2)c1	?	-3	-6	2%	-2%	258%[activator]	.
CCOC(=O)N1CCC(N(CCN(C)C)C(=S)Nc2cc(Cl)ccc2C)CC1	28%	5	-8	2%	-3%	107%[activator]	92%[activator]
O=C(Cn1cc([N+](=O)[O-])cn1)NCc1ccccc1	9%	2	-8	-12%	-2%	-16%	?
CSC1=NC(C(Cl)(Cl)Cl)N=C(c2ccc(C)cc2)N1 (stereo not given)	12µM*	-6	-8	8%	4%	-30%	?
COc1ccc(OC2C(=O)N(Cc3ccc(F)cc3)C2c2ccc(OC)c(OC)c2)cc1 (stereo not given)	?	-3	-6	3%	-2%	62%[activator]	?
N/C(=N\OC(=O)c1ccco1)c1ccc(Cl)cc1	86%[activator]	62*	84*	-26%	-1%	-9%	65%[activator]
CCn1c(C)nc2cc(C(=O)N/N=C(\C)c3ccc(N4CCOCC4)cc3)ccc21	33%[activator]	-3	-3	-1%	-3%	-10%	119%[activator]

Further compounds.
SMILES	Pf growth 48h	Cycloheximide cs	Shiga toxin inh	LmPK inh	TbPYK inhibitor	AmpC inh no detg	Pf growth 96h
O=C(CSc1ccc(-c2cccnc2)nn1)N1CCCCCC1	3%	-2	43	0%	-5%	-12%	0%
O=C(Nc1nc2cc3c(cc2s1)OCO3)C1CC1	81%[activator]	24*	81*	-1%	5%	-26%	95%[activator]
O=C(CC1SCCNC1=O)Nc1cc(Cl)cc(Cl)c1 (stereo not given)	-3%	-2	-17	5%	2%	-23%	23%
CCOC(=O)N1CCN(C(=O)c2ccc3ccccc3c2)CC1	10%	-3	-7	-5%	3%	19%	0%
COc1ccccc1NC(=O)CSc1nnc(Cn2cnc3ccccc32)o1	-7%	-1	-22	1%	6%	3%	39%[activator]
Nc1ccccc1CNc1nc(NCCO)nc2c1ncn2CCN1CCOCC1	6%	11	29	5%	17%	20%	-4%
COC(=O)Nc1ccc(S(=O)(=O)Nc2cc(C(F)(F)F)c[nH]c2=O)cc1	10%	-1	-6	2%	-2%	-24%	-3%
COC(=O)Cn1ncn2cccc2c1=O	15%	-1	23	1%	-5%	-14%	51%[activator]
COc1ccccc1-c1noc(CCC(=O)Nc2ccccc2Cl)n1	15%	19*	-10	-10%	-5%	24%	?
O=S(=O)(Cc1ccccc1)N1CCCCC1	.	-1	-16	2%	-6%	-12%	58%[activator]
COc1ccc(CN2C(=O)c3ccccc3C(/C=N\OCc3ccc(F)cc3)C2=O)cc1 (stereo not given)	?	-1	10	7%	4%	-51%	?
COc1ccc2c(c1)OC[C@H]1[C@H]2N2C(=O)c3cc(Cl)ccc3NC(=O)[C@@]2(C)[C@H]1c1ccccc1	9.3µM*	.	.	.	1%	-18%	3.3µM*
O=C(Cc1nc(=O)c2ccccc2s1)Nc1ccccc1	194%[activator]	59*	67*	-1%	-3%	-27%	102%[activator]
CC1=C(C(=O)Nc2cc(C)ccn2)C(c2cnn(C)c2)C2=C(CC(c3ccccc3)CC2=O)N1 (stereo not given)	-9%	-4	-7	1%	-10%	108%[activator]	?
Cc1onc(-c2c(F)cccc2Cl)c1C(=O)Nc1cccc(S(=O)(=O)NC2=NCCC2)c1	?	.	.	.	-3%	-24%	1%
COCCn1c(SCC(=O)NC2CCCCC2C)nc2ccccc2c1=O (stereo not given)	14%	-5	16	0%	1%	-9%	3%
CCCn1c(NC(=O)c2ccc(F)cc2)nc2ccccc21	0%	9	15	2%	2%	-9%[11.4 µM]	0%
COc1cc(/C=N/NC(=O)CN2CCCCC2)ccc1OCc1ccc(Br)cc1	3%	12*	-2	5%	-4%	-12%	-4%
Cc1cccc(OCC(=O)OCC(=O)N2CCCc3ccccc32)c1C	?	.	.	.	-8%	5%	-2%
CCOC(=O)/C(C#N)=C1/C(=O)N(Cc2ccccc2)c2ccccc21	-21%	-1	-4	-7%	-1%	-37%	-9%
Cc1cn(S(=O)(=O)c2ccc(Br)c3ccccc23)cn1	-4%	-2	-5	-1%	.	-11%	4%

A run of entries taken from the entries so far:
SMILES	Pf growth 48h	Cycloheximide cs	Shiga toxin inh	LmPK inh	TbPYK inhibitor	AmpC inh no detg	Pf growth 96h
S=C(NCc1ccccc1)N1CCc2ccccc2C1	-10%	-3	18	1%	-2%	-39%	38%[activator]
Cc1ccc(S(=O)(=O)Nc2ccc3c(c2)n(C)c(=O)n3C)c(C)c1	57%[activator]	-3	3	-1%	0%	-2%	45%[activator]
O=C(O)CCCC(=O)N1CCN(c2ncccn2)CC1	34%[activator]	-2	2	-4%	0%	-4%	38%[activator]

Source: PubChem (National Center for Advancing Translational Sciences (NCATS))
